OX1R antag-1 = antagonists of human orexin 1 receptor; O43613; CHO/OX1R cells, Fluo-8 calcium fluorescence, orexin A; inhibition, % at 5 µM; 0.43% of 330,000 active; AID 434989;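 active = inhibition above its plate's threshold, mean inhibition of all tested compounds on the plate plus 3 SD, cut at about 37% in these data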;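 note: 0% = orexin A challenge wells and 100% = SB-334867-A antagonist wells; not every result past the cut was called active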
Target sequence (O43613 whole entry, looked up): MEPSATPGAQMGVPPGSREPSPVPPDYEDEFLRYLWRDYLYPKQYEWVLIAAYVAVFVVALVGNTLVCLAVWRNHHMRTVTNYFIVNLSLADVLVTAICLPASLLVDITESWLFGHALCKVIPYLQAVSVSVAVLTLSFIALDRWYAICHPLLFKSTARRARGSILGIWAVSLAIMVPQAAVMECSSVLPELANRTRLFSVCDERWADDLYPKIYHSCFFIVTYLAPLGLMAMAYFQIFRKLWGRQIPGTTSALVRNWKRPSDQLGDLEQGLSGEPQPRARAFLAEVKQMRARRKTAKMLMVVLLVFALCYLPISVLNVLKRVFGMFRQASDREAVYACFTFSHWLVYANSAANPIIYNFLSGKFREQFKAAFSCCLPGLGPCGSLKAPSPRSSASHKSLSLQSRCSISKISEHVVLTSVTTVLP
STK33 inh = inhibitors of human STK33 kinase. Q9BYT3. purified STK33, MBP phosphorylation, ADP-Glo luminescence. inhibition, % at 10 µM. 0.073% of 320,000 active;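 active = inhibition at or above 25%, using the most active replicate where run in duplicate; inactive = inhibition below 25%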
Target sequence (Q9BYT3 whole entry, looked up): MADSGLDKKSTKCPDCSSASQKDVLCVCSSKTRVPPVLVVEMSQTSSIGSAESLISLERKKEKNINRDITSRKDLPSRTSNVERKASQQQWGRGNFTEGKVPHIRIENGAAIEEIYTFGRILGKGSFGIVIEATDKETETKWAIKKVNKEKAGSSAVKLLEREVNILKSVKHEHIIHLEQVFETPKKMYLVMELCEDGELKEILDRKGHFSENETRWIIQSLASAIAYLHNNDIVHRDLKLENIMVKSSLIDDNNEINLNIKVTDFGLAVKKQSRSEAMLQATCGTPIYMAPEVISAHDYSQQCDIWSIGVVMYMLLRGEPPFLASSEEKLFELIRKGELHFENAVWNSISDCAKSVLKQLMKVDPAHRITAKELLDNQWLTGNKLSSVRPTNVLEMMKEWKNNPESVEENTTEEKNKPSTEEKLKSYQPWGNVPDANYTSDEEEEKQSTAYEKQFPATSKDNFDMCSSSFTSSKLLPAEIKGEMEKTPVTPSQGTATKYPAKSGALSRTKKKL
OX1R antag-2 = antagonists of human orexin 1 receptor (OX1R); O43613; OX1R-expressing cells, FRET antagonist read-out; inhibition, % at 6.6 µM; 1.8% of 330,000 active; AID 485270; in the data active = inhibition mostly above about 38%, no sharp cut-off; inactive = mostly below about 40%;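 note: 0% = agonist challenge alone and 100% = reference antagonist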
The depositor's hits bear a star; . = no result given.

SMILES	OX1R antag-1	STK33 inh	OX1R antag-2
CC1(C)CC[C@]2(CO)[C@@H](O)C[C@]3(C)C(=CCC4[C@@]5(C)CC[C@H](O)C(C)(C)C5CC[C@]43C)[C@@H]2C1 (some centres not stated)	11	0.6	13
CNC(=S)SCCOc1ccccc1C	-17	-1.9	2
CCn1c(SC)nc(O)c(C(c2ccc(OC)c(O)c2)c2c(O)nc(SC)n(CC)c2=O)c1=O	-4	-3.7	-9
FC(F)(F)c1ccc(CN2C[C@@H]3C(c4ccc(Cl)nc4)C4(c5ccccc5)CC3(C4)[C@H]2c2ccccc2)cc1 (some centres not stated)	-1	-1.7	24
c1ccc(-c2nccc3ccccc23)cc1	-33	-1.8	-1
CC(C)(C)NC(=O)CN(Cc1cccs1)C(=O)CCC(=O)Nc1nccs1	-10	-0.3	22
O=C1c2cccc3cccc(c23)C(=O)N1c1cccc(O)c1	-3	0.3	26
O=C(CCSc1nc(-c2ccco2)cc(C(F)(F)F)n1)N1CCN(c2ccccn2)CC1	-30	-0.5	21
COc1ccc(C2=NN(CCC(=O)NC3CCCCCC3)C(=O)CC2)cc1	-22	0.1	19
CCOc1ncccc1C(=O)Oc1ccc2c(c1)OCO2	3	0.1	25
Cc1ccc(-n2nnnc2SCC(=O)Nc2cc(C)on2)c(C)c1	3	1.2	15
O=C(COC(=O)/C=C/c1ccc(Cl)cc1Cl)Nc1ccc2c(c1)OCCO2	-9	0.3	24
O=C(CN1CCOCC1)c1c[nH]c2ccccc12	-12	0.9	3
COc1ccc(C)cc1S(=O)(=O)N1CCN(C(=O)c2ncoc2-c2ccc(F)cc2)CC1	-21	-0.5	14
CC(=O)N1CC=C2C(C#N)=C(N)C(C#N)(C#N)C(CCc3ccccc3)C2C1 (configuration not stated)	-34	4.2	26
O=C(Nc1ccc2c(c1)OCO2)O[C@@H]1C[C@H]2CCCC(=O)N3CC[C@@H](C1)[C@@H]23	-18	-0.8	24
O=C(CSc1nnc(-c2ccccn2)o1)Nc1ccccc1F	2	-0.5	-5
CCOC(=O)c1sc2nc(C)nc(SCC(=O)NC3CCS(=O)(=O)C3)c2c1C (configuration not stated)	4	-2.0	4
CCN1C(=O)[C@H]2[C@@H](c3ccc(C)cc3)N3C(=O)N(c4cccc(F)c4)C(=O)[C@@]3(Cc3ccc(Cl)cc3)[C@H]2C1=O	-6	-0.7	56*
Cc1cc(=O)oc2cc(OCC(=O)NCCc3nc4ccccc4[nH]3)ccc12	5	-1.1	10
CC(C)(C)N(C(=O)Cn1nnc(-c2ccc(F)cc2)n1)C(C(=O)NC1CCCC1)c1ccncc1 (configuration not stated)	-28	-1.1	8
O=C1CCCN1CCCNc1ncccc1[N+](=O)[O-]	-8	-0.4	43*
Cc1ccc(C)c(OCC(=O)Nc2cccc(C(=O)O)c2)c1C	-21	0.8	12
CCc1cc(=O)oc2cc(C)cc(OC(C)C(=O)NCCCN3CCCC3=O)c12 (configuration not stated)	-15	-2.8	18
CCOc1cc(N2CCOCC2)c(OCC)cc1NC(=O)COc1cccc(Cl)c1	-29	-0.7	20
O=C(COc1ccc(F)cc1Cl)N1CCN(C(=O)c2cccs2)CC1	-13	2.1	1
CCOC(=O)CSc1nnc(CNC(=O)c2ccc(OC)c(OC)c2)n1C	4	-3.1	7
Cc1cc(-c2ccccc2N)n[nH]1	-20	1.1	36
COc1cc(-c2n[nH]c(=S)n2-c2ccc(C)cc2)cc(OC)c1OC	-22	-0.9	13
O=C1N(Nc2ccccc2)C(c2ccc(Br)cc2)C12CCCC2 (configuration not stated)	-30	-0.1	10
COC(=O)c1[nH]c2cc(OC)ccc2c1NC(=O)CCN1CCN(c2ccccc2)CC1	-13	-0.7	7
COC(=O)c1cn(Nc2ncc(C(F)(F)F)cc2Cl)c(=O)c2ccccc12	-30	-0.6	-9
O=C(NCCc1c[nH]c2ccccc12)c1cc2ccccc2oc1=O	-29	-1.3	1
O=C(CSc1nc(O)c(C2CCCCC2)c(=O)[nH]1)N1CCOCC1	-11	-2.1	0
O=c1cc(CSc2nnc(-c3ccccc3)o2)c2ccccc2[nH]1	-13	-0.2	7
CCc1cccc(C)c1NS(=O)(=O)c1c(C)nc2sccn2c1=O	-19	-0.8	11
C=CCNc1ncnc2c1cnn2-c1ccc(C)cc1C	-16	0.0	12
COc1ccc(CCNS(=O)(=O)c2cc3c4c(c2)CC(=O)N4CCC3)cc1	-12	0.9	11
O=[N+]([O-])c1ccccc1S(=O)(=O)NC1CCCC1	-1	-0.6	22
C/C(Cl)=C\Cn1c(O)c(N=NC(N)=S)c2ccccc21	-6	0.3	23
CCOc1cc(N2CCOCC2)c(OCC)cc1NC(=O)COC(=O)c1cc(C)cc(C)c1	-43	-3.7	14
O=C(COc1ccccc1F)Nc1ccc(S(=O)(=O)N2CCCC2)cc1	3	-0.4	-2
Cc1ccc2nc(C3CCCN(C(=O)NCc4ccccc4)C3)[nH]c2c1 (configuration not stated)	-30	-1.2	16
O=C(NCCc1nnc2ccc(SCC(=O)N3CCCC3)nn12)c1ccc(F)cc1	-3	0.5	34
c1ccc(-c2ccc3sccc3n2)cc1	-23	-0.5	20
CC1(c2ccc3ccccc3c2)NC(=O)N(CC(=O)N2CCCC(C(F)(F)F)C2)C1=O (configuration not stated)	2	-0.9	3
S=C(NCCNC(=S)Nc1ccccc1)Nc1ccccc1	-14	-0.9	-2
CCN1CCN(CCC(=O)Nc2cccc(C)c2)CC1	-3	0.2	16
Cc1ccc(C(=O)NCN2CCN(c3ccc(F)cc3)CC2)cc1	-28	0.0	6
CCCn1c2ccccc2c2nnc(SCC(=O)Nc3c(C)n(C)n(-c4ccccc4)c3=O)nc21	-30	-0.2	47
Cc1[nH]c2ccccc2c1C(C[N+](=O)[O-])c1cccs1 (configuration not stated)	-25	-0.8	17
CC12CC3(C)CC(C)(C1)CC(C(=O)NC1=NCCS1)(C2)C3	-15	-0.8	9
COc1ccc(NC(=O)C(=O)NCCC2CCCCN2S(=O)(=O)c2ccc(F)cc2)cc1 (configuration not stated)	-22	.	27
O=C(Nc1ccc2c(c1)nc1n2CCSC1)c1ccccc1	-12	4.0	20
CC(C)Nc1nc(Cl)nc(N(C#N)CN2C(=O)c3ccccc3C2=O)n1	5	1.2	42
c1ccc2c(c1)nc1sccn12	-6	-1.4	12
O=C(NCCC1CCCCN1S(=O)(=O)c1ccccc1)C(=O)NC1CC1 (configuration not stated)	-13	-3.0	23
COc1ccc(C2CC(c3ccccc3)=NN2c2ccc(Cl)c(C(=O)O)c2)cc1 (configuration not stated)	-19	-1.0	41
O=C1CC(c2ccccc2)n2nc(NC(=O)C3CCCO3)nc2N1 (configuration not stated)	18	-0.4	14
COc1ccc(-n2c(-c3ccc(Br)cc3)c[n+]3c2CCc2ccccc2-3)cc1	-23	0.1	4

Carrying on.
SMILES	OX1R antag-1	STK33 inh	OX1R antag-2
CCCC(=O)NC(=S)Nc1cc(-c2nc3ncccc3o2)ccc1C	-33	0.5	6
COC(=O)[C@]1(C)N[C@H](CN(C)S(=O)(=O)c2ccc(C)cc2)[C@@H]2C(=O)N(Cc3ccccc3)C(=O)[C@@H]21	-20	0.0	5
O=C(N/N=C/c1ccc(Cl)c([N+](=O)[O-])c1)c1cc(-c2ccccc2)nc2ccccc12	5	-2.2	23
COc1ccc(S(=O)(=O)N2CCOCC2)cc1NC(=O)CSc1n[nH]c(=O)n1C1CC1	8	-0.1	2
CC(C)(C)Cc1nnc(NC(=O)c2ccc3c(c2)OCO3)s1	-6	0.6	15
CC1CCC2(CC1)NC(=O)N(CC(=O)Nc1cccc(S(=O)(=O)N3CCOCC3)c1)C2=O (configuration not stated)	-26	-0.5	10
Cc1ccc(S(=O)(=O)CCC(=O)OC(C)C(=O)c2c(C)[nH]c3ccccc23)cc1 (configuration not stated)	-13	-3.0	21
CC(C)CC(=O)Nc1c2c(nn1-c1cccc(Cl)c1)CS(=O)C2 (configuration not stated)	-3	3.7	-3
CC(NC(=O)COC(=O)C1CCCCC1)c1ccccc1 (configuration not stated)	-11	.	6
COc1cccc(C(=O)Nc2cccc(S(=O)(=O)NC3=NCCC3)c2)c1	-11	-0.4	0
C=C(C)c1cccc(C(C)(C)NC(=O)N2CCCC(C(N)=O)C2)c1 (configuration not stated)	0	-0.9	5
Cc1ccc2cc(CN(Cc3ccco3)C(=O)NC3CCCCC3)c(=O)[nH]c2c1C	-21	-2.5	19

Looked up above.
For STK33 inh, CCCC(=O)NC(=S)Nc1cc(-c2nc3ncccc3o2)ccc1C has the entry 0.5
For STK33 inh, COc1cccc(C(=O)Nc2cccc(S(=O)(=O)NC3=NCCC3)c2)c1 has the entry -0.4

The list continues:
SMILES	OX1R antag-1	STK33 inh	OX1R antag-2
CCN1CCN(C(=O)c2cc(-c3ccco3)nc3ccccc23)CC1	-16	-0.8	5
Cc1ccc(C(C)C)c(OCC(=O)NN=C(CCl)CCl)c1	-28	-1.0	8
Cc1ccccc1OCC(=O)OCC(=O)Nc1cc(S(C)(=O)=O)ccc1Cl	-14	-0.4	12
CCOC(=O)c1cnc(SCc2nc(N)nc(Nc3ccc(OC)cc3)n2)nc1N	-28	-0.1	5
CC(=O)c1cccc(NC(=O)Nc2cc3sccc3n2C)c1	-12	0.0	14
Cc1ccccc1C(=O)Oc1ccc(Cl)cc1C(=S)N1CCOCC1	-50	-2.2	21
O=C(O)CCn1nc(-c2ccc(F)cc2)cc(Cc2ccccc2)c1=O	-10	-0.7	7
Oc1ccc(/C=N/Nc2cccc3cccnc23)c(O)c1	-20	-0.4	19
COC(=O)c1sccc1S(=O)(=O)Nc1ccc(C)cc1	-12	0.6	6
O=C1OCc2cccc([N+](=O)[O-])c21	5	5.0	79*
NC(=O)CSc1oc(-c2ccc(F)cc2)nc1S(=O)(=O)c1ccccc1	-27	0.6	11
CC(=O)c1cccc(NC(=S)NC(=O)c2ccccc2)c1	-16	-2.1	11
Cc1ccc(C)c(OCC(=O)NCCNC(=O)COc2cc(C)ccc2C)c1	-23	-1.5	10
COc1ccc(N2C(=O)C3C(c4ccc(C(=O)O)cc4)NC(Cc4ccccc4)(C(=O)O)C3C2=O)c([N+](=O)[O-])c1 (configuration not stated)	-2	-3.1	11
C[C@@H]1CN([C@H](C)CO)C(=O)c2cc(NC(=O)Cc3cn(C)c4ccccc34)ccc2O[C@H]1CN(C)C(=O)Nc1ccc2c(c1)OCO2	0	-0.2	4
OCCOCCNc1ncnc2sc(-c3ccccc3)cc12	-19	1.6	38
CSc1nsc(/C=C/Nc2cccc(Cl)c2)c1C#N	-20	0.7	39
CCCc1n[nH]c(=O)c2c1nnn2Cc1ccccc1	-10	-0.3	-3
Cc1[nH]c(C)c(S(=O)(=O)N2CCN(c3ccccc3)CC2)c1C(=O)N1CCCC1	-13	0.1	6
CC(=O)Nc1ccc(/C=C2\Sc3ccccc3C2=O)cc1	4	-0.3	16
O=C(O)c1ccc(O)cc1O	1	0.0	-1
CCN1CCCC1CN(Cc1cc2ccc(C)cc2[nH]c1=O)C(=S)Nc1ccccc1OC (configuration not stated)	-11	-0.7	9
CC(C)C[C@H]1CN=C(Nc2ccccc2)N1CC1CCCCC1	-32	-0.8	17
C=C1SC(=Nc2c(C)cccc2Cl)N(C(=O)c2sc3ccccc3c2Cl)C12CCCCC2	-15	-0.9	15
COCCCN1C(=O)C(=O)/C(=C(/O)c2ccc(OC(C)C)cc2)C1c1ccncc1 (configuration not stated)	-4	-0.1	6
CCc1noc(C)c1C(=O)NNC(=O)c1nn(C)c(=O)c2ccccc12	-5	-0.3	-2
Cc1nc2ccccc2c(=O)n1NC(=O)c1ccccc1	-10	-0.7	18
O=C(COC(=O)c1cccc(Br)c1)NCc1ccco1	-14	0.4	11
CCc1cc(=O)oc2cc(C)cc(OC(C)C(=O)NC(Cc3c[nH]c4ccc(O)cc34)C(=O)O)c12 (configuration not stated)	4	-0.3	13
CC(=O)NC12CC3CC(C1)CC(C(=O)N1CCN(S(=O)(=O)c4ccc(Cl)s4)CC1)(C3)C2	-28	-2.4	8
CC1CCCCN1C(=S)NCc1ccco1 (configuration not stated)	-8	-0.5	-1
CCCCCCCCNC(=O)/C(C#N)=C/c1ccccc1[N+](=O)[O-]	5	-1.1	26
COC(=O)c1cc(OC)nc2c1c(=O)n(C)c(=O)n2C	0	-0.1	0
O=C1CSC(=S)N1N1C(=O)c2cccc([N+](=O)[O-])c2C1=O	7	5.7	10
O=C(COc1ncnc2ccccc12)NCC1CCCO1 (configuration not stated)	-8	-0.7	13

Filtered by structure, those above containing two or more sulfur atoms
SMILES	OX1R antag-1	STK33 inh	OX1R antag-2
CNC(=S)SCCOc1ccccc1C	-17	-1.9	2
CCn1c(SC)nc(O)c(C(c2ccc(OC)c(O)c2)c2c(O)nc(SC)n(CC)c2=O)c1=O	-4	-3.7	-9
CC(C)(C)NC(=O)CN(Cc1cccs1)C(=O)CCC(=O)Nc1nccs1	-10	-0.3	22
CCOC(=O)c1sc2nc(C)nc(SCC(=O)NC3CCS(=O)(=O)C3)c2c1C (configuration not stated)	4	-2.0	4
CCc1cccc(C)c1NS(=O)(=O)c1c(C)nc2sccn2c1=O	-19	-0.8	11
S=C(NCCNC(=S)Nc1ccccc1)Nc1ccccc1	-14	-0.9	-2
COc1ccc(S(=O)(=O)N2CCOCC2)cc1NC(=O)CSc1n[nH]c(=O)n1C1CC1	8	-0.1	2
COC(=O)c1sccc1S(=O)(=O)Nc1ccc(C)cc1	-12	0.6	6
NC(=O)CSc1oc(-c2ccc(F)cc2)nc1S(=O)(=O)c1ccccc1	-27	0.6	11
CSc1nsc(/C=C/Nc2cccc(Cl)c2)c1C#N	-20	0.7	39
C=C1SC(=Nc2c(C)cccc2Cl)N(C(=O)c2sc3ccccc3c2Cl)C12CCCCC2	-15	-0.9	15
CC(=O)NC12CC3CC(C1)CC(C(=O)N1CCN(S(=O)(=O)c4ccc(Cl)s4)CC1)(C3)C2	-28	-2.4	8
O=C1CSC(=S)N1N1C(=O)c2cccc([N+](=O)[O-])c2C1=O	7	5.7	10

Bioassay records deposited in PubChem by several laboratories.
